Phagocytosis inh – macrophage phagocytosis inhibition. J774A.1 macrophage IgG-bead phagocytosis, imaging. inhibition, % at 5 µM. 110,000 compounds, 0.07% hits. AID 1029;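 active = inhibition above the mean of the plate negative controls plus 5 SD, cut at about 13% in these data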;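 also: phagocytic index as fraction of beads internalized from green versus red external bead signal; plate controls were DMSO negative control for no effect and cytochalasin-D positive control for full effect; some results beyond the cut were filed as inactive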
NPY-Y2 antag – blocks the human neuropeptide Y Y2 receptor; P49146; NPY-Y2 expressing cells, antagonist mode; inhibition, % at 2.7 µM; 140,000 compounds, 0.99% hits; AID 793; in the data active = inhibition above about 17%;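 also: 0% = vehicle with agonist challenge and 100% = reference antagonist with challenge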
Target sequence (P49146 whole entry, looked up): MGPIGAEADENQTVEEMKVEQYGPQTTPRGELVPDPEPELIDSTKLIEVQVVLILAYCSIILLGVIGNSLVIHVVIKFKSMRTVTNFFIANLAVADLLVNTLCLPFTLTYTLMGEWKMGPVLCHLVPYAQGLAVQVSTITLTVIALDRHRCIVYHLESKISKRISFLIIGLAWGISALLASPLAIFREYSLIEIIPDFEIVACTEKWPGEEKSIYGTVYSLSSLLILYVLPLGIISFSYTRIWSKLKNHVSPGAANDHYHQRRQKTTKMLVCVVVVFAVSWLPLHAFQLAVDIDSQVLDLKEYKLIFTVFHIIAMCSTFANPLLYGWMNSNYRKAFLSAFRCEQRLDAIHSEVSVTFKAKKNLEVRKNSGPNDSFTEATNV
Measles CPE – protection of cells from measles virus; 140,000 compounds, 1.5% hits; Measles virus-infected cells, CPE protection, absorbance; protection (pct of control), % at 4 µM; in the data active = protection mostly above about 24%, no sharp cut-off; inactive = mostly below about 26%; also: some compounds called inactive have numbers as strong as hits
MRP-1 activ – MRP-1 activation | viability increase, % at 10 µM | AID 799 | H69AR cells + doxorubicin, viability rescue, CellTiter-Glo | 140,000 compounds, 0.61% hits;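 active = viability gain under doxorubicin at or above a set limit, the compound median plus 3 SD, cut at about 4.7% in these data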;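 also: MRP-1 overexpressing cells given doxorubicin 25 µM after compound pretreatment; 18-22 h compound pretreatment then 72 h with doxorubicin before readout; 0% = doxorubicin-only wells and 100% = vehicle-treated cells without doxorubicin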
HCT116 bCat-KO – beta-catenin-lacking colon tumor cell growth suppression; HCT116 beta-catenin knockout viability, CellTiter-Glo, 60 h; stronger effect = lower value; viability, % at 10 µM; AID 818; 140,000 compounds, 1.5% hits;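 active = viability at or under a set limit, the compound median less 4 SD, cut at about 6% in these data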;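 also: 0% = Hyamine 1622 control at 20 µM and 100% = untreated cell control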
BB579 growth dn – chemicals that inhibit yeast BB579 growth in restrictive medium (lifespan-shortening candidates); inhibition, % at 10 µM; AID 804; S. cerevisiae BB579 growth, OD615, 48 h; 140,000 compounds, 0.51% hits;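 active = inhibition above a set limit, 3 SD over the mean compound inhibition, cut at about 44% in these data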; also: inactives centre near -24
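Detection: OD615 turbidity measurement; Material: Saccharomyces cerevisiae DeaD strain BB579, replicative lifespan model yeast; Timing: 48 h exposure, 30 °C; Doses: single 10 µM dose; Medium: CSMM-D restrictive synthetic medium containing dextrose (glucose); Controls: amphotericin B at 10 µg/mL as positive control.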
Yeast life ext – extends the lifespan of yeast; AID 775; S. cerevisiae growth with nicotinamide, OD615; deaD strain in restrictive glucose medium; 130,000 compounds, 0.68% hits; inhibition of the nicotinamide effect, % at 10 µM;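 active = inhibition above a set limit, placed 3 SD over the median of all compounds, cut at about 26% in these data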;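 also: 0% = nicotinamide-treated wells and 100% = cells grown without nicotinamide; some compounds called inactive have numbers as strong as hits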
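System: Modified budding yeast, DeaD strain | Buffer or medium: Restrictive glucose medium | Also added: 1.5 mM nicotinamide | Doses: 10 µM single point, 0.25% DMSO | Schedule: 48 h compound exposure at 30 °C, humidified | Detection: Absorbance at 615 nm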
PTEN del growth – PTEN-deleted cell growth suppression. HCT116 PTEN-null viability, CellTiter-Glo, 60 h; stronger effect = lower value. viability, % at 10 µM. 140,000 compounds, 1.2% hits. AID 827;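 active = viability at or below a set limit, 4 SD under the median of all tested compounds, cut at about 3.7% in these data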;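 also: PTEN knockout HCT116 line with beta catenin targeted HCT116 as companion control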
GALR2 antag – antagonists of human galanin receptor 2 (GALR2); O43603; GALR2-expressing cells, antagonist mode; inhibition, % at 4 µM; 140,000 compounds, 0.39% hits; AID 828; in the data active = inhibition above about 27%;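 also: cells stimulated with galanin 1-16 at roughly its EC80; 0% = agonist challenge control and 100% = basal control without agonist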
Target sequence (O43603 whole entry, looked up): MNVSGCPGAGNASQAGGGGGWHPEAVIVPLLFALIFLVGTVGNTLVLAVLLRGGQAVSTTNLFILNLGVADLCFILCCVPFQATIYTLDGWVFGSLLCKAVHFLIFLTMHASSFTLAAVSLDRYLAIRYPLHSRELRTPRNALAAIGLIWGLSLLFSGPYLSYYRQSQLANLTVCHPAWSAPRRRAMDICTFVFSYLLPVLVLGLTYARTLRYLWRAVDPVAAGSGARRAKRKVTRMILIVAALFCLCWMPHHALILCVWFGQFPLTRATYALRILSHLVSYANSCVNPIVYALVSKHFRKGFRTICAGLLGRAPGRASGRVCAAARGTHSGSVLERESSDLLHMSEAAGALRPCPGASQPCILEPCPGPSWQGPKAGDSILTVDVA
E-sel TNF inh – TNF alpha driven E-selectin expression inhibition. HUVEC TNFa-induced E-selectin immunofluorescence, high content. inhibition, % at 2 µM. 120,000 compounds, 0.71% hits. AID 1246;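 active = inhibition above the batch mean plus 3 SD, and confirmed as a hit on visual image review, cut at about 43% in these data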;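 also: 0% = TNF-stimulated DMSO wells and 100% = unstimulated control wells; not every result past the cut was called active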
* marks the source's active call; other numbers are inactive results; / = not tested or not shown. Hits appear at their usual frequency; about 6.4% have a hit in one of these screens.

SMILES,Phagocytosis inh,NPY-Y2 antag,Measles CPE,MRP-1 activ,HCT116 bCat-KO,BB579 growth dn,Yeast life ext,PTEN del growth,GALR2 antag,E-sel TNF inh
C=C(C)C1CC=C(C)/C(=N\NC(=O)CCc2ccccc2)C1 (stereo unspecified),-3,3,32,1.0,94,-31,4,86,-6,/
Cc1ccccc1Nc1nnc(SCC(=O)N(C)C2CCS(=O)(=O)C2)s1 (stereo unspecified),-5,2,27,-1.8,90,-10,2,95,13,-14
O=C(NC(=S)Nc1nc(-c2ccccc2)cs1)c1cncc(Br)c1,/,4,5,6.8*,9,-48,2,10,-4,0
O=C(Nc1ccccc1)O/N=C/c1ccncc1,/,-1,4,-0.1,99,-17,-7,101,-1,9
CCOc1ccccc1OCC(=O)Nc1ccc(S(=O)(=O)N(C)C)cc1,1,2,18,-2.6,97,-30,-17,90,-7,-16
CCOC(=O)Nc1ccc2c(c1)N(C(=O)N(CC)CC)c1ccccc1CC2,-2,4,3,-1.6,85,-43,4,78,4,1
COc1ccc2oc(C(=O)c3ccccc3)c(NC(=O)CN3CCN(C)CC3)c2c1,0,13,12,-4.9,1.4*,-12,-5,1.6*,-7,17
COc1ccc(C(=O)Nc2ccc3c(c2)nc2n3CCSC2)cc1,3,3,2,-0.4,99,-48,-4,95,2,/
COc1ccccc1OCc1ccc(C(=O)n2nc(C)c(Cl)c2C)o1,-1,5,1,-0.2,95,-33,-15,101,1,-20
CCC(=Nc1ccc(Cc2ccncc2)cc1)c1c(O)n(C)c(=O)n(C)c1=O,0,1,7,-2.0,52,-24,27*,58,-5,0
O=C(O)CC(C(=O)O)N1C(=O)/C(=C/c2ccc(-c3nc4ccccc4s3)o2)SC1=S (stereo unspecified),-1,1,7,0.5,85,13,-6,97,6,7
CC(=O)N1CCc2cc(S(=O)(=O)NCCC(=O)N3CCc4ccccc4C3)ccc21,0,-2,5,-1.5,88,-11,-3,87,3,9
O=C(Nc1ccc2c(c1)OCO2)C1CCN(C(=O)c2cccs2)CC1,1,8,4,-4.4,93,-39,-6,96,-5,-27
CCOc1cccc(C(=O)Nc2nccs2)c1,/,1,27,2.0,113,-74,/,93,13,-19
CCCOc1ccc(C2c3c(oc4ccccc4c3=O)C(=O)N2CCCN2CCOCC2)cc1 (stereo unspecified),3,1,19,-0.9,85,-49,7,90,6,-14
Cc1nnc2ccc(N3CCCC3)nn12,-1,3,4,-0.6,106,-23,1,103,8,14
CCOC(=O)/C(C(N)=NC)=C(\O)c1ccccc1,-3,0,12,-2.4,89,9,-4,92,-5,-6
COc1ccc(OC)c(-c2cc(C(=O)Nc3c(C)nn(Cc4ccccc4)c3C)no2)c1,0,-1,4,-0.8,73,-27,-5,62,-17,/
CCCn1nc(-c2ccccc2)c2nc3ccccc3nc21,-1,0,35,-0.8,75,7,-10,70,12,3
Cc1oc(C(C)(C)C)cc1C(=O)Nc1cccc(/C=C\C(=O)O)c1,-17,2,9,-2.1,97,-61,6,100,8,3
O=C(COC(=O)c1cccc([N+](=O)[O-])c1)NCc1ccc2c(c1)OCO2,-8,7,11,1.4,95,-44,4,96,12,12
COc1ccc(OC)c(C2=NOC(C(=O)Nc3cc(C)nn3-c3ccccc3)C2)c1 (stereo unspecified),0,2,3,-0.8,88,-20,-2,90,3,-22
Nc1ccc(Sc2cc(Cl)nc(N)n2)cc1,0,-1,3,-4.4,107,-4,-14,94,-11,-21
Cc1cccc(C)c1NC(=O)C(c1ccccc1)N1CCOCC1 (stereo unspecified),/,0,14,-3.0,101,-18,/,98,2,-2
CCc1ccc2[nH]c(=O)c(CN(CCN(CC)CC)C(=O)NC3CCCCC3)cc2c1,-1,/,9,-3.4,56,-33,-6,65,/,/
O=C(Nc1ccc2c(c1)OCO2)C(c1ccccc1)N1CCCCC1 (stereo unspecified),0,/,34,-2.5,69,-40,-8,74,/,/
O=C1Nc2ccccc2N=C(c2ccccc2)C1N1CCOCC1 (stereo unspecified),0,2,8,-4.3,80,0,-15,88,2,10
COc1ccc(C2=NN(C(C#N)c3ccc(OC)c(OC)c3)C(c3ccccc3)C2)cc1 (stereo unspecified),0,3,2,-2.3,68,-17,-15,47,-8,29
CN(CC(=O)Nc1ccncc1)S(=O)(=O)c1ccccc1,-2,4,4,-0.5,83,-6,-11,79,-7,15
CCn1c(COc2cccc3ccccc23)nnc1SCC(=O)OC1CCCCC1,8,8,28,-1.4,98,11,-7,86,-2,9
CCOc1cccc2cc(C(=O)N3CCc4ccccc4C3)c(=O)oc12,3,2,7,-0.7,98,-61,-9,100,0,-39
COCCn1c(SCC(=O)N2CCCc3ccccc32)nnc1-c1ccoc1C,/,0,9,-1.6,101,-34,/,102,-1,7
CCOC(=O)c1ccc(CN(Cc2ccc(C)cc2)S(=O)(=O)c2cccc([N+](=O)[O-])c2)cc1,-2,2,6,-3.0,99,-69,17,89,1,23
Cc1ccccc1C(=O)NC1CCN(Cc2nnnn2CCc2ccccc2)CC1,0,2,3,-0.9,94,21,-4,92,-8,1
CCOc1ccc(-c2[nH]nc3c2C(c2ccc(O)cc2)C(C#N)=C(N)O3)cc1 (stereo unspecified),1,2,5,-0.8,70,-28,-14,79,11,/
CC1(C)CC(NC(=O)c2ccc3c(c2)OCO3)CC(C)(C)N1,0,1,38,-2.6,82,-4,-8,78,1,10
COC(=O)c1cn(-c2ccccc2)nc1-c1ccccc1,0,11,7,0.8,91,11,-16,84,-11,14
COc1ccc(C/C(N)=N/n2cnnc2)cc1,-1,1,28,0.6,90,20,-14,90,1,-21
COc1ccccc1Oc1coc2cc(O)ccc2c1=O,-1,-2,14,-0.7,81,-12,-25,85,-1,/
O=C(COc1ccc2c(C(F)(F)F)cc(=O)oc2c1)Nc1ccc(N2CCOCC2)cc1,-17,3,19,-2.2,96,-32,-2,90,-6,16
CCC(=O)Nc1c2c(nn1-c1ccc(C)cc1C)CSC2,5,14,34,-0.3,92,-29,-11,93,12,22
C=CCN1C(=O)N/C(=C/c2ccccc2OCC(=O)Nc2ccc(F)cc2)C1=O,-3,0,7,-4.6,62,-53,2,45,9,-25
CCN(Cc1ccccc1)Cc1c(F)cccc1F,0,-2,6,-0.5,90,-52,2,104,2,/
CSc1ccccc1NC(=O)c1ccc(Br)o1,0,3,5,-1.4,92,-26,-25,76,0,29
COc1cccc(NC(=O)c2oc3ccccc3c2NC(=O)C2CC2)c1,-1,5,6,1.2,67,8,-8,76,-2,/
COC(=O)c1ccc(NC(=O)CSc2nnc(COc3ccccc3)n2C)cc1,-1,4,6,-1.4,97,-65,-10,105,-18,-19
O=c1c2c3c(sc2n2cnnc2n1CCc1ccccc1)CCCC3,0,-1,9,-1.9,77,-56,-11,82,0,1
Cc1cc2ncn(C(=O)c3cc(-c4ccccc4)nc4ccccc34)c2cc1C,-6,10,29*,0.0,95,-18,0,93,-4,9
Cc1ccccc1C(=O)N/N=C/c1ccc([N+](=O)[O-])s1,-2,-1,44*,-5.0,3.6*,-17,-4,2.6*,8,-8
COCC(C)NC(=O)NC1(C(F)(F)F)Oc2ccc(Cl)cc2O1 (stereo unspecified),-1,1,12,-4.3,29,-20,-11,34,-14,/

The listing continues:
SMILES,Phagocytosis inh,NPY-Y2 antag,Measles CPE,MRP-1 activ,HCT116 bCat-KO,BB579 growth dn,Yeast life ext,PTEN del growth,GALR2 antag,E-sel TNF inh
O=c1cc(CO)oc(C(Nc2ccccn2)c2cccc(F)c2)c1O (stereo unspecified),0,2,18,-2.3,102,6,-3,113,7,-5
CCc1nc2oc3cc(OC)ccc3c(=O)c2c(=O)n1Cc1ccco1,0,0,23,-3.0,100,-13,13,97,-11,14
O=S(=O)(c1cccc2nsnc12)N1CCOCC1,1,1,18,-0.6,99,-60,-3,104,0,/
Cc1ccc2nsnc2c1S(=O)(=O)N1CCOCC1,/,2,5,-0.1,88,-9,2,102,-1,-3
Cc1ccc(Sc2ncccc2C(=O)NC2CCCCCC2)cc1C,-6,5,3,-0.3,97,-53,-2,95,3,-9
COc1ccc(C2CC(=O)CC(=O)C2n2cncn2)cc1 (stereo unspecified),-2,0,5,-1.3,91,2,-14,96,-6,-27
CCCOc1ccc(/C(O)=C2/C(=O)C(=O)N(CCN(C)C)C2c2ccco2)cc1 (stereo unspecified),4,5,20,-0.5,106,-72,-16,120,1,-10
COc1ccc(OC)c(S(=O)(=O)N2c3ccccc3CC2C)c1 (stereo unspecified),0,4,23,-3.2,92,-7,2,78,-5,-22
COc1ccc(-c2ccc(Nc3ccc(C(=O)N4CCOCC4)cc3)nn2)cc1OC,/,2,3,-0.9,96,-39,/,87,-7,14
Cc1ccc(-n2c(C)cc(C)c(C#N)c2=O)cc1,-1,2,15,-1.4,90,-48,-8,84,9,-1

Compound activity (PubChem BioAssay)
